Screens: PubChem, Southern Research Specialized Biocontainment Screening Center
influenza NS1A: H1N1 influenza NS1A inhibitors, functional cell based assay (AID 504329). NS1A functional cell-based assay, percent inhibition; higher % means a stronger effect. inhibition, % at 12.5 µM, or IC50 in µM where a hit was titrated. hit rate 0.3% among 340,000; in the data active means a potency from the dose series; inconclusive means inhibition above about 27% without an active follow-up result; further: strong numbers were not always called active
Salmonella PhoP GFP: PhoP regulon inhibitors, Salmonella typhi PhoP promoter GFP reporter, confirmatory (AID 1850). Salmonella Typhi PhoP-promoter GFP reporter, fluorescence, 4 h; higher % means a stronger effect. one-dose inhibition, % at 50 µM; IC50 in µM for titrated hits. hit rate 0.33% among 310,000; in the data active means a potency from the dose series; inconclusive means inhibition mostly from about 25% at the one dose, without a potency; inactive means the rest, 99 in 100 with inhibition below about 19%;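 further: 0% = induced wells with vehicle and 100% = uninduced wells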
inhibitors of VEEV: inhibitors of VEEV TC-83 cytopathic effect, confirmation, Vero cells (AID 588727); Vero cells, VEEV TC-83 cytopathic effect inhibition; higher % means a stronger effect; inhibition, % at 20 µM; hits with a dose series show IC50 in µM; hit rate 0.13% among 350,000; in the data active means a potency from the dose series; inconclusive means inhibition mostly from about 14% at the one dose, without a potency; inactive means the rest, 99 in 100 with inhibition below about 12%; further: strong numbers were not always called active
M. tuberculosis: growth inhibition of non-replicating M. tuberculosis (AID 488890) | Mycobacterium tuberculosis non-replicating, growth inhibition; higher % means a stronger effect | one-dose inhibition, % at 25 µM; IC50 in µM for titrated hits | hit rate 0.39% among 320,000; in the data active means a potency from the dose series; inconclusive means inhibition mostly from about 82% at the one dose, without a potency; inactive means the rest, 99 in 100 with inhibition below about 76%;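 further: plate controls were DMSO cells for no effect and high antibiotic wells for full effect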
H37Rv inhibition: M. tuberculosis growth inhibition, HTS (AID 449762); M. tuberculosis H37Rv growth inhibition, 7H9 media; higher % means a stronger effect; one-dose inhibition, % at 25 µM; IC50 in µM for titrated hits; hit rate 0.59% among 330,000; in the data active means a potency from the dose series; inconclusive means inhibition above about 70% without an active follow-up result;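 further: bacterial growth assessed after seven days of incubation; strong numbers were not always called active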
inhibitors of VEEV 10K pilot screen: second read-out of inhibitors of VEEV, no call of its own (marks repeat the call); inhibition, %; measured here: 10K pilot screen inhibition
Numbers without * were called inactive; i = inactive; ? = inconclusive; nt = no result given.

SMILES	influenza NS1A	Salmonella PhoP GFP	inhibitors of VEEV	M. tuberculosis	H37Rv inhibition	others
COc1ccc(C(=O)N2CCSC2=S)cc1OC	5%	2%	0.8%	-4%	-6%
Cc1ccccc1CSCCNC(=O)c1ccc(Cl)c(S(=O)(=O)N2CCOCC2)c1	5%	-2%	1.5%	16%	-3%
CCC(C)Oc1nc2c(c(=O)n(C)c(=O)n2C)n1C (stereo not drawn)	4%	1%	0.3%	-10%	2%
N#Cc1ccc(C(=O)NCCCSc2ccccc2)cc1	-1%	-9%	i	29%	-3%
O=S(=O)(c1ccc2c(c1)OCCO2)N1CCN(c2ncnc3sccc23)CC1	nt	2%	3.3%	5%	3%
O=C(CNS(=O)(=O)c1cccs1)Nc1ccc2c(c1)OCCO2	16%	-1%	1.8%	-17%	-11%
O=C(c1cnn(C(=O)c2cccc(S(=O)(=O)N3CCOCC3)c2)c1)c1cc(Cl)cc(Cl)c1O	nt	-1%	nt	68%	4%
CC(=O)c1ccc2c(c1)CC1(C2)Cc2cc3c(cc2C1)C(=O)CC3 (stereo not drawn)	-8%	nt	4.3%	nt	nt
Cc1cc(C)c(S(=O)(=O)N2CCOC2CNC(=O)C(=O)NCCN(C)C)c(C)c1 (stereo not drawn)	-2%	5%	2.6%	7%	-2%
COc1ccc(-c2nnc(S/C(=C/c3ccc(Cl)cc3)C(=O)O)o2)cc1	-18%	7%	0.9%	15%	20%
COC(=O)C(Cc1ccc(O)cc1)NC(=O)NC12CC3CC(CC(C3)C1)C2 (stereo not drawn)	4%	5%	1.1%	-7%	1%
COCC(=O)Nc1nnc(-c2cccs2)s1	5%	6%	i	-8%	-9%
COc1ccc(NC(=O)c2ccccc2-c2ccccc2C(=O)O)cc1	-6%	15%	0.4%	66%	22%
Clc1ccccc1CN1CCN(/N=C/C=C/c2ccco2)CC1	10%	-17%	i	20%	-2%
CCOC(=O)c1nc(C)nc(Sc2n[nH]c(-c3ccc(C(C)(C)C)cc3)n2)c1C	-3%	7%	1.6%	51%	7%
Cc1ccc(C(=O)Nc2nnc(CC(=O)N/N=C/c3ccncc3)s2)cc1	5%	-14%	0.2%	-19%	3%
c1ccc(-n2nnnc2Cc2nnnn2-c2ccccc2)cc1	0%	1%	0.0%	3%	-6%
O=C(O)c1ccc(S(=O)(=O)N2CCSCC2)cc1	0%	1%	0.1%	5%	-5%
COc1ccc(NC(=O)CSc2nnc(C3CC3)n2-c2ccccc2)cc1	-25%	4%	1.1%	nt	nt
CCc1cccc(N(C(=O)c2csnn2)C(C(=O)NC2CCCCC2)c2ccncc2)c1 (stereo not drawn)	9%	-5%	i	-13%	4%
Cc1cccc(C)c1NC(=O)CN1CCN(C(=O)C2CCC2)CC1	-1%	nt	1.3%	nt	nt
CCOC(=O)N1CCN(C(c2ccc(Cl)cc2)c2sc3nc(C)nn3c2O)CC1 (stereo not drawn)	26%	10%	0.5%	10%	0%
COc1cccc(Nc2nc(-c3cccs3)nc3ccccc23)c1	3%	-4%	4.7%	-2%	?
O=C(CN1CCN(C(=O)c2ccccc2Cl)CC1)Nc1cccc(S(=O)(=O)N2CCCC2)c1	-5%	nt	1.7%	nt	nt
CC(=O)N/N=C(\C)CC(=O)Nc1cccc2c1CCCC2	0%	5%	1.3%	-18%	27%
SMILES	influenza NS1A	Salmonella PhoP GFP	inhibitors of VEEV	M. tuberculosis	H37Rv inhibition	others
CC1=NN(C(=O)c2ccc(Cn3nc(C)cc3C)o2)C(O)(C(F)(F)F)C1 (stereo not drawn)	-1%	1%	1.0%	nt	3%
CCNc1nc(NCC)nc(SCCOC(=O)COc2ccc(Cl)cc2Cl)n1	-1%	6%	0.8%	79%	3%
Cc1ccc(S(=O)(=O)N2CCC(=O)N(CCOCc3cccc(Cl)c3)CC2)cc1	2%	-2%	1.2%	5%	-5%
COc1c2c(cc3c1C(CC(O)Cc1ccccc1)N(C)CC3)OCO2 (stereo not drawn)	2%	-2%	i	59%	4%
O=C(NC1CCCCC1)c1cc(S(=O)(=O)N2CCN(c3ccccc3)CC2)ccc1Cl	-11%	nt	i	-9%	2%
Cc1ccc(-n2ncc3c(Nc4c(C)n(C)n(-c5ccccc5)c4=O)ncnc32)c(C)c1	13%	4%	1.0%	5%	-5%
CN1CCN(NC(=O)CN2C(=O)/C(=C/c3c(Cl)cccc3Cl)SC2=S)CC1	8%	-2%	6.4%	-19%	-6%
N/C(=N\OC(=O)c1cc(Cl)ccc1Cl)c1ccncc1	-1%	2%	0.3%	26%	8%
Cc1c(C(=O)O)c2cc(O)ccc2n1-c1ccccc1	5%	-4%	2.5%	-7%	-11%
Oc1c(Cl)cccc1Cc1cc(Cl)cc(Cl)c1O	6%	nt	11%	nt	nt
COCCCn1c(=N)c(C(=O)NCc2ccc3c(c2)OCO3)cc2c(=O)n3ccccc3nc21	11%	3%	2.3%	13%	-8%	inhibitors of VEEV 10K pilot screen=0.9
O=C(C[C@@H]1C/C=C\C[C@@H](Cc2ccc(F)cc2)C(=O)OCCNC1=O)N[C@H](CO)Cc1ccccc1	9%	nt	i	40%	-7%	inhibitors of VEEV 10K pilot screen=0.0
Cn1c(=O)c2c(nc(Br)n2Cc2ccc3ccccc3c2)n(C)c1=O	7%	-2%	2.4%	-7%	-5%
CCN(CC)C(=O)C1=C(C)NC(=S)NC1c1cn(-c2ccccc2)nc1-c1ccc(Cl)cc1 (stereo not drawn)	11%	-16%	i	37%	32%
NC(=O)[C@@H]1CCCCNc2c(F)cc([N+](=O)[O-])cc2C(=O)N[C@@H](CC(=O)O)C(=O)NCC(=O)N1	-3%	6%	0.2%	-6%	-3%
COc1ccc(C2C3C=CCC(c4cccc(-c5ccc(C)cc5)c4)C3C(=O)N2Cc2ccccc2)cc1Cl (stereo not drawn)	8%	2%	i	0%	-3%
Cc1cccc(N2C(=O)N3[C@H](c4ccc(Br)cc4)[C@@H]4C(=O)N(C(C)(C)C)C(=O)[C@@H]4[C@]3(C)C2=O)c1	8%	-28%	0.4%	19%	2%
CS(=O)(=O)N1N=C(c2cccs2)CC1c1ccc(Cl)o1 (stereo not drawn)	-5%	-3%	i	53%	3%
C=CCn1c(SCC(=O)Nc2cc3oc4ccccc4c3cc2OC)nnc1-c1cnccn1	5%	-11%	i	42%	3%
Cc1nc2cc(Cl)ccc2c(=O)n1Cc1ccncc1	2%	-11%	i	-7%	2%
Nc1ccc(S(=O)(=O)c2ccc(NC(=O)c3cccnc3)cc2)cc1	-14%	nt	i	nt	nt
CC1(C)CC(=O)C(C=NCCN2CCN(C(=S)Nc3ccccc3)CC2)=C(O)C1	-4%	-3%	4.0%	-10%	3%
CCN(CC)C(=O)Cn1cnc2sc(C(=O)NCCCN3CCOCC3)c(C)c2c1=O	7%	1%	0.6%	-10%	-8%
Cc1ccccc1NC(=O)CN1C(=O)S/C(=C\c2ccc(-c3cccc(C(=O)O)c3C)o2)C1=O	3%	6%	1.7%	-14%	-3%
COc1ccccc1-c1ccc(=O)n(CC(=O)NCc2ccco2)n1	0%	-5%	1.3%	-3%	1%
SMILES	influenza NS1A	Salmonella PhoP GFP	inhibitors of VEEV	M. tuberculosis	H37Rv inhibition	others
CCOC(=O)c1ccc(S(=O)(=O)N2CCC(C(=O)OCC)CC2)cc1	-5%	14%	1.2%	5%	-6%
CC(=O)Nc1c(Cl)c(Cl)c2c(c1Cl)Cc1cc(Cl)ccc1-2	-11%	nt	1.6%	nt	nt
COc1cc(C(=O)NNC(=O)/C=C/c2ccco2)cc(OC)c1OC	-1%	nt	4.1%	7%	1%
CCc1c(C)sc(NC(=O)CN2CCN(C(=O)c3ccco3)CC2)c1C(=O)OC	-5%	-7%	7.1%	65%	?
CCOc1ccccc1NC(=S)N1CCN(c2ccc(OC)cc2)CC1	9%	3%	0.7%	7%	2%
O=C(Nc1ccc([N+](=O)[O-])cc1)c1nc[nH]c1C(=O)NC1CCCCC1	-15%	-2%	i	-7%	2%
CC1CC(C)CN(C(=O)CSC2=Nc3ccccc3C3=NC(Cc4c[nH]c5ccccc45)C(=O)N23)C1 (stereo not drawn)	-4%	11%	i	23%	2%
CC(=O)N(NC(N)=O)C(C)CC(=O)C1C(C)C=CCC1(C)C (stereo not drawn)	nt	-6%	0.5%	-8%	2%
CCOC(=O)c1ccc(S(=O)(=O)n2c(CN3CCCCC3)nc3ccccc32)cc1	3%	-12%	4.8%	24%	nt
C=C(C)c1cccc(C(C)(C)NC(=O)Nc2ccc(C(N)=O)cc2)c1	-5%	-2%	0.2%	35%	-1%
CC(C)CCNCC1OCc2ccccc2CO1	12%	-19%	0.6%	1%	2%
CCN(CC)CCOC(=O)c1c(C)n(C)c2ccc(OC)cc12	10%	6%	0.0%	5%	0%
N#CCC(=O)N1CCN(Cc2ccc3c(c2)OCO3)CC1	nt	-10%	i	-6%	1%
CCCCc1nc(SCC(=O)N2CCCC2)c2c(=O)n(C)c(=O)n(C)c2n1	4%	-3%	7.2%	-3%	9%
COc1cc(C(=O)Nc2ccc(Br)cc2C(=O)c2ccccc2Cl)cc(OC)c1OC	-4%	-3%	0.3%	2%	-4%
COc1ccccc1NC(=S)NNC(=O)c1nn(C)c(C)c1Br	8%	6%	1.3%	-6%	-8%
CCCc1cc(=O)oc2cc(C)cc(OCC(=O)O)c12	18%	-9%	3.4%	20%	-4%
COc1cc(O)c(C(CC(=O)N2CCN(c3ccccc3)CC2)c2cc(OC)c(OC)c(OC)c2)c(OC)c1 (stereo not drawn)	3%	-19%	0.6%	20%	3%
CCOC(=O)CC1C(=O)NCCN1C(=O)c1ccc(Cl)cc1Cl (stereo not drawn)	-20%	6%	0.2%	8%	1%
Cc1noc(C)c1S(=O)(=O)N(C)C[C@H]1Oc2c(NS(=O)(=O)c3cn(C)cn3)cccc2C(=O)N([C@H](C)CO)C[C@@H]1C	7%	nt	i	-2%	5%
CCOc1ccc(NC(=O)CC2C(=O)N(c3cccc(OC)c3)C(=O)N2CCOC)cc1 (stereo not drawn)	-4%	-3%	0.7%	-1%	-7%
Cc1cc(OCc2cc(C(=O)N(C)C3CCOC3)no2)cc(C)c1Cl (stereo not drawn)	4%	3%	i	26%	1%
COc1ccccc1/C(O)=C(\C#N)c1nc2ccccc2[nH]1	0%	-13%	3.1%	20%	-1%
Cc1ccc(CN(C)C(=O)CN2C(=O)NC3(CCCc4ccccc43)C2=O)c(C)c1 (stereo not drawn)	5%	nt	2.5%	13%	-5%
CC1Cc2ccccc2N1C(=O)CSc1ccccc1 (stereo not drawn)	-14%	-4%	1.8%	44%	10%
SMILES	influenza NS1A	Salmonella PhoP GFP	inhibitors of VEEV	M. tuberculosis	H37Rv inhibition	others
CC1CCCN(C(=O)Cn2nnc(-c3ccc(F)cc3)n2)C1 (stereo not drawn)	8%	6%	0.3%	8%	-7%
CCOC(=O)C1=C(COC(=O)/C=C/c2ccco2)NC(=O)NC1C (stereo not drawn)	1%	-9%	0.5%	3%	19%
COc1ccc(S(=O)(=O)N2CCCCCC2)cc1Br	1%	nt	0.4%	nt	nt
Cc1cc(C)c(C#N)c(SCc2c(F)cccc2[N+](=O)[O-])n1	-4%	1%	i	36%	-3%
Cc1ccc(NC(=O)C(C)Sc2nc3nc(C)cc(C)n3n2)cc1 (stereo not drawn)	-5%	nt	2.2%	1%	-5%
COC(=O)CCC(=O)OC1(C)C(=O)C=C2C=C(C3CC3)OC=C2C1=O (stereo not drawn)	nt	-5%	nt	-1%	0%

This is a random part of the collection, and some 1.4% of all compounds hit somewhere here.
